PglD DTNB: blocks C. jejuni PglD acetyltransferase activity; inhibition, % at 12.5 µM; 0.098% of 360,000 active; purified PglD enzyme, DTNB colorimetric CoA detection; in the data active = inhibition above about 16%, passing the limit was not always enough; also: strong numbers were not always called active
RAD52 inh: blocks human RAD52 DNA annealing; AID 651710; 0.46% of 360,000 active; recombinant RAD52 DNA annealing, FRET fluorescence; inhibition, % at 18.7 µM;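 active = every replicate showing at least 50% inhibition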
PGC1a acetyl inh: PGC1a acetylation modulation, inhibitor mode | U2OS PGC1a acetylation, AlphaScreen anti-acetyl-lysine; with virally co-expressed GCN5 acetyltransferase | AID 651687 | 0.17% of 350,000 active | inhibition, % at 15.6 µM;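 active = every replicate shows inhibition of at least 40%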;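 also: 0% = neutral control wells and 100% = positive control wells; some results beyond the cut were filed as inactive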
RAD54 inh: blocks human RAD54 Holliday junction branch migration | Q92698 | FAM/BHQ fluorescence | inhibition, % at 10.4 µM | 0.14% of 360,000 active;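 active = mean normalized replicate activity at least 40 and at least half of replicates scoring 40 or more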;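 also: 0% = median of neutral control wells and 100% = median of positive control wells; inhibitors cause a drop in the FAM fluorescence signal; in these data hits start at about 50%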
E-sel inducer: induces E-selectin expression in human endothelial cells | HUVEC E-selectin immunofluorescence imaging; normalized: neutral wells 0, TNF-alpha wells 100 | activation, % at 7.58 µM | 0.37% of 260,000 active | AID 686992;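 active = mean E-selectin-positive cell signal at least 10% of the positive control, reached in at least 60% of replicates, without over 20% cell loss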;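 also: in these data hits start at about 27%; measured in HUVEC primary endothelial cells; signal is the percent of cells scored E-selectin positive by PE staining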
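System: HUVEC, human umbilical vein endothelial cells; quantity: 3,000 cells/well; buffer or medium: EGM-2 medium, gelatin-coated wells; dosing: single-point compound dose; detection: immunofluorescence imaging; evaluation: % PE-positive cells; benchmarks: TNF-alpha, DMSO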
miR122 inh: miR-122 inhibition in Huh7 cells | Huh7 miR-122 Renilla luciferase sensor, 48 h; neutral wells = 0, positive control = 100 | activation (reporter increase), % at 12.5 µM | 0.3% of 340,000 active;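 active = mean replicate activation score at least 90 and every replicate individually at or above 90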;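 also: higher luciferase means less miR-122 activity so hits act as miR-122 inhibitors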
Cneo AK release: Cryptococcus neoformans lysis via adenylate kinase release | 0.2% of 360,000 active | C. neoformans lysis, adenylate kinase release luminescence, 4 h; normalised: neutral wells 0, clomiphene wells 100 | AID 651654 | lysis activity, % at 15 µM;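 active = mean lysis activity across replicates of at least 80%, whatever share of replicates individually reach that level; inactive = mean lysis activity below 80%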
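Schedule: static 4 h at 37 °C with compound, 1 h detection; system: C. neoformans cells; benchmarks: Clomiphene as positive control; buffer or medium: fresh YPD medium; measure: luminescence rise reflecting yeast cell lysis; measured by: luminescent adenylate kinase detection reagent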
ERAP1 inh: ERAP1 (human) enzyme inhibition; inhibition, % at 10.7 µM; AID 652197; 0.15% of 340,000 active; Q9NZ08; recombinant ERAP1, Leu-AMC fluorescence, 60 min;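 active = mean replicate inhibition of at least 30%, or all replicates individually reaching that 30% level; inactive = mean below 30% and not every replicate reaching it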;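 also: 0% = neutral control wells and 100% = L-leucinethiol positive control wells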
Target sequence (Q9NZ08 whole entry, looked up): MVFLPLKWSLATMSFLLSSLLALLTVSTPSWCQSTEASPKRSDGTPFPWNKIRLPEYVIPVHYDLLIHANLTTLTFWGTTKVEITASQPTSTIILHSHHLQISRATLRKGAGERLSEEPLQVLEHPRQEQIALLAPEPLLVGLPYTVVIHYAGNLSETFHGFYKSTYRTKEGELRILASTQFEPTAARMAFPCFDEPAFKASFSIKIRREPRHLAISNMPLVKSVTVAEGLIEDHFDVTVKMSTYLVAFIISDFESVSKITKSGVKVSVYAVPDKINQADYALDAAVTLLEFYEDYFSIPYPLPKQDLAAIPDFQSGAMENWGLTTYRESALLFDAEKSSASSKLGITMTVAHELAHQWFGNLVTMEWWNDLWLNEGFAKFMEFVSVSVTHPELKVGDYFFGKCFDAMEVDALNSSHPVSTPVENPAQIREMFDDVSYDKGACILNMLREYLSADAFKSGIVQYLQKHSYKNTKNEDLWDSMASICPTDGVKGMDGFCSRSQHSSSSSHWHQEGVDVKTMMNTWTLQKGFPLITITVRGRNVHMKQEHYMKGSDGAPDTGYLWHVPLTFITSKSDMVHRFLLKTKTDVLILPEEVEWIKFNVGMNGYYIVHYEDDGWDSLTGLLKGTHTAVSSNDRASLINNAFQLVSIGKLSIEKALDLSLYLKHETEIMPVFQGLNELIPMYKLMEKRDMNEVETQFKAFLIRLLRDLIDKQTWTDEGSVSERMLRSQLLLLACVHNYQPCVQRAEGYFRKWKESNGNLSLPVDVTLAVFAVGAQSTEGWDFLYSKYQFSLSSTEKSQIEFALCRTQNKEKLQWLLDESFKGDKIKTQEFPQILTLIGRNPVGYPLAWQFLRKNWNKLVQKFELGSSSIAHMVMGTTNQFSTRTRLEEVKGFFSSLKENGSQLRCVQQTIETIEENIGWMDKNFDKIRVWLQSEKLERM
An asterisk follows results filed as active; x = not tested or not shown; & = joins results of further samples; [ ] = another dose, or the depositor's remark.

SMILES	PglD DTNB	RAD52 inh	PGC1a acetyl inh	RAD54 inh	E-sel inducer	miR122 inh	Cneo AK release	ERAP1 inh
C[C@H](CO)N1C[C@H](C)[C@H](CN(C)Cc2ccccc2)Oc2c(NS(=O)(=O)c3ccc(Cl)cc3)cccc2C1=O	6	-21	-1	-4	-0.3	19[16.7 µM]	1	3
COc1ccc(NC(=O)Nc2ccc3c(c2)C(=O)N([C@@H](C)CO)C[C@@H](C)[C@H](CN(C)C(=O)CCCN(C)C)OCCCC[C@H](C)O3)cc1	1	32	-6	4	0.7	4[16.7 µM]	-2	1
CCNC(=O)CC1C(=O)N(CC)C(=S)N1NC(=O)c1cccnc1 (stereo not given)	-1	13	2	-2	x	-3	1	4
CC(C)C#Cc1ccc([C@H]2[C@H](CO)N3CCCCN(CC4CC4)C[C@@H]23)cc1	-1	14	-3	17	0.0	-29[16.7 µM]	50	1
CCCOc1ccc(-c2c(C(=O)N/N=C/c3cccs3)nnn2-c2nonc2N)cc1	3	x	5	2	x	-1	-3	x
COc1ccc(OC)c(CN2CCN(C(=O)c3cccc(S(=O)(=O)N(C)c4ccccc4)c3)CC2)c1	2	-20	-1	-4	0.0	4	0	0
CCc1ccc(NC(=O)Cn2cnc([N+](=O)[O-])c2)cc1	1	-14	3	0	-0.1	1	-5	4
CC(C)(C)n1nnnc1C(c1ccc(C#N)cc1)N1CCCC2(CCCCC2)C1 (stereo not given)	-1	x	-13	10	x	x	2	x
COCCNC(=O)C1(C)CCCN(Cc2ccc(C)c3ccccc23)C1 (stereo not given)	-4	-8	-13	-13	0.1	4	0	-1
CCCC(=O)Nc1ccc2c(c1)C(=O)N(C)[C@H]1CC[C@@H](CC(=O)NCc3ccccc3Cl)O[C@H]1CO2	4	-26	-16	-3	0.3	60[16.7 µM]	-3	-6
C[C@@H]1CN([C@H](C)CO)C(=O)Cc2cc(NC(=O)CCC(F)(F)F)ccc2O[C@@H]1CN(C)Cc1ccc(Oc2ccccc2)cc1	4	x	-15	-2	3.0	-14[16.7 µM]	0	x
COc1cc(/C=C/C(=O)OCC(=O)NC2CCCCCCC2)ccc1O	5	-11	x	-1	x	x	0	3

Single records, from the list above:
Entry for CCc1ccc(NC(=O)Cn2cnc([N+](=O)[O-])c2)cc1 = PglD DTNB: 1; RAD52 inh: -14; PGC1a acetyl inh: 3; RAD54 inh: 0; E-sel inducer: -0.1; miR122 inh: 1; Cneo AK release: -5; ERAP1 inh: 4
Entry for CC(C)(C)n1nnnc1C(c1ccc(C#N)cc1)N1CCCC2(CCCCC2)C1 (stereo not given) = PglD DTNB: -1; RAD52 inh: x; PGC1a acetyl inh: -13; RAD54 inh: 10; E-sel inducer: x; miR122 inh: x; Cneo AK release: 2; ERAP1 inh: x
Entry for COc1ccc(NC(=O)Nc2ccc3c(c2)C(=O)N([C@@H](C)CO)C[C@@H](C)[C@H](CN(C)C(=O)CCCN(C)C)OCCCC[C@H](C)O3)cc1 = PglD DTNB: 1; RAD52 inh: 32; PGC1a acetyl inh: -6; RAD54 inh: 4; E-sel inducer: 0.7; miR122 inh: 4[16.7 µM]; Cneo AK release: -2; ERAP1 inh: 1

More entries.
SMILES	PglD DTNB	RAD52 inh	PGC1a acetyl inh	RAD54 inh	E-sel inducer	miR122 inh	Cneo AK release	ERAP1 inh
Cc1cccc(C)c1NC(=O)CNC(=O)CNC(=O)Cc1cccc2ccccc12	0	-17	-3	-2	x	x	-1	2
COc1ccc(S(=O)(=O)N2CCOCC2)cc1NC(=O)COC(=O)C1CC1C (stereo not given)	5	-10	-2	-6	0.3	0	0	1
COc1ccc(NC(=O)N(C)C[C@@H]2Oc3c(NC(=O)NC(C)C)cccc3C(=O)N([C@H](C)CO)C[C@H]2C)cc1	1	20	-3	-5	1.0	-3[16.7 µM]	-2	-3
CCN(C(=O)COC(=O)c1ccc(COc2ccc3c(C)cc(=O)oc3c2)cc1)C1CCS(=O)(=O)C1 (stereo not given)	7	-16	-4	-9	1.9	-5	-3	0
CCC(=O)Nc1ccc2c(c1)C(=O)N(C)C[C@H](OC)[C@H](C)CN(C(=O)c1ccccc1F)[C@@H](C)CO2	0	-13	-1	4	0.4	-17[16.7 µM]	-3	3
COc1ccc(N(CC(=O)NC2CCCC2)C(=O)CCC(=O)Nc2nc(C)cs2)cc1OC	0	-7	x	3	x	x	0	0
C[C@@H]1CN([C@H](C)CO)C(=O)Cc2cc(NS(=O)(=O)c3ccc(F)cc3)ccc2O[C@@H]1CN(C)Cc1ccccc1	5	-10	-21	10	0.0	-4[16.7 µM]	-2	0
O=C(C[C@@H]1CC[C@H](NC(=O)Nc2cc(F)ccc2F)[C@H](CO)O1)NCCCN1CCOCC1	2	-3	0	3	0.1	x	-2	3
C[C@@H]1CN([C@H](C)CO)C(=O)c2ccccc2-c2ccccc2CO[C@@H]1CN(C)C(=O)Nc1cccc(F)c1	1	9	2	-6	5.6	x	0	1
COc1cccc(NC(=O)N(C)C[C@@H]2Oc3ncc(C#Cc4cccnc4)cc3C(=O)N([C@@H](C)CO)C[C@H]2C)c1	2	-2	2	2	x	-4[16.7 µM]	0	-2
Cc1cc(Cn2nc(C(=O)NCc3cccc(Br)c3)cc2-c2ccccc2)on1	0	-10	-32	-1	-0.1	11	-1	0
CCCCCn1c(N2CCOCC2)nc2c1c(=O)n(CC(N)=O)c(=O)n2C	1	x	-4	-7	x	0	0	x
CSc1nc2ccccc2c(=O)n1Cc1ccc(F)cc1	x	-7	1	x	-1.7	x	x	-1
Cc1cc(C)n2nc(-c3ccsc3-n3c(C)ccc3C)cc2n1	9	x	1	-6	x	-5	-2	x
CCCc1cc(C(=O)N2CCCN(C)CC2)cs1	-4	-6	-9	0	0.0	-1	0	2
O=C(O)CCCCCn1c(SCC(=O)Nc2ccc(F)cc2)nc2ccsc2c1=O	0	7	5	-11	0.0	-4	0	-7
COc1ccccc1NC(=O)Cn1nnc(-c2ccccc2NC(=O)c2cc3ccccc3oc2=O)n1	5	-1	-6	5	x	3	0	-5
Cn1c(CCN2CCCC2)nc2cc(NC(=O)COc3ccc(Cl)cc3)ccc21	0	-30	11	3	0.2	-6	0	-6
CC(=O)SC(C)CC(=O)NCc1ccccc1 (stereo not given)	0	x	1	3	x	-2	-3	x
Cc1cccc(CC2S/C(=N/N=C/c3ccco3)NC2=O)c1 (stereo not given)	8	-25	-11	-7	x	8	-13	3
CCN(CCO)c1nc(SC)nc2c1sc1nc(-c3ccco3)c3c(c12)CCC3	-16	x	6	7	x	-4	-2	x
COc1ccc(CC(=O)NCC(C)(C)N2CCOCC2)cc1	-1	0	1	5	0.1	-4	2	-1
CC(=O)Nc1ccc(S(=O)(=O)N(C)c2ccc(OCC(=O)OCC(=O)NCc3ccco3)cc2)cc1	x	-22	-5	x	-1.8	-4	x	6
O=C(Nc1cc(F)ccc1F)N1CC(=O)N2[C@H](CO)[C@@H](c3ccc(-c4ccc(F)cc4)cc3)[C@H]2C1	x	-18	-5	x	0.0	x	x	2

Copied from the list:
PGC1a acetyl inh with `CCN(CCO)c1nc(SC)nc2c1sc1nc(-c3ccco3)c3c(c12)CCC3` is entered as 6
RAD52 inh with `CSc1nc2ccccc2c(=O)n1Cc1ccc(F)cc1` is entered as -7

New compounds follow
SMILES	PglD DTNB	RAD52 inh	PGC1a acetyl inh	RAD54 inh	E-sel inducer	miR122 inh	Cneo AK release	ERAP1 inh
CCc1nc2ccc(C(=O)Nc3cccc(NS(C)(=O)=O)c3)cn2c1N(C)CCN1CCOCC1	-3	-2	-9	-10	1.1	-3	-1	-43
CSCCNC(=O)C1(C)CCN1C(=O)CCc1ccccc1 (stereo not given)	1	-5	16	4	0.2	-7	1	-2
Cc1ccc(-c2ccc3c(c2)O[C@H](CN(C)Cc2cncnc2)[C@@H](C)CN([C@H](C)CO)S3(=O)=O)cc1	1&1&2	-7&-14&14	-9&6	6&1&1	-0.1&0.7	47	0&3&11	-3&0&1
COc1ccccc1CNC(=O)CN(C)S(=O)(=O)c1ccc2c(c1)n(C)c(=O)c(=O)n2C	-1	-14	20	3	x	x	5	-3
CC(=O)c1cccc(NC(=O)c2ccc(S(=O)(=O)N3CC(C)OC(C)C3)cc2)c1 (stereo not given)	1	-15	-10	14	2.9	-1	-1	-2
Cc1ccc([C@H]2N[C@]3(CCCN(CC4CCCCC4)C3=O)[C@H]3C(=O)N(Cc4ccccc4)C(=O)[C@@H]23)cc1	-3	-5	4	-7	-0.2	-4	0	-2
Cc1cc(C)c2c(c1)/C(=N/NS(=O)(=O)c1ccccc1)CCC2	0	x	-2	-4	x	1	2	x
CCc1ccc(C2=Nn3c(nnc3-c3cccs3)SC2)cc1	2	x	-7	-2	x	-6	0	x
CN(Cc1ccccc1)S(=O)(=O)c1ccc(OCC(=O)Nc2cccc([N+](=O)[O-])c2)cc1	-3	-14	-6	7	1.5	-3	0	-1
CCC(=O)c1ccc(OCC(O)Cn2nnc3ccccc32)cc1 (stereo not given)	x	-8	-2	x	6.2	x	x	-6
O=C(NC1CCCC1)C(c1ccccc1F)N(C(=O)Cc1cccs1)c1ccc2c(c1)OCCO2 (stereo not given)	x	-7	-6	x	x	172*	x	0
O=C(CSc1ncccn1)N/N=C/c1cccs1	3	x	2	12	x	3	-1	x
O=C(NCCCN1CCOCC1)C(=O)N/N=C/c1cccc2ccccc12	x	-18	2	x	-0.1	-8	x	x
CCOc1ccc(C2c3c(oc4cc(C)c(C)cc4c3=O)C(=O)N2CCCN(C)C)cc1OC (stereo not given)	5	-2	10	7	0.4	1	-2	1
Cc1ccc(NC(=S)Nc2cccnc2)c(S(=O)(=O)N2CCCCC2)c1	x	-73	-11	x	x	20	x	3
COc1ccc(NC(=O)c2ccc3c(c2)CCN3S(=O)(=O)c2ccccc2)cc1	2	-13	-21	3	x	28	6	-2
CCC1(c2ccccc2)NC(=O)N(CC(=O)Nc2cc(Cl)ccc2N2CCN(C)CC2)C1=O (stereo not given)	-6	26	10	7	x	-8	0	0
Cc1cc(C)n(-c2ccc(C(=O)NCc3cccs3)cc2)n1	-4	x	-9	-7	x	1	3	x
COc1nc(Nc2cccc(F)c2)nc(OC)n1	2	-5	-6	0	x	2	3	0
CCCCOc1ccc(OCCSc2nc3ccccc3n2CC(=O)O)cc1	1	-14	4	-16	1.1	3	-1	4
CCOC(=O)c1c(-c2cc(OC)c(OC)c(OC)c2)csc1N	2	-14	x	4	0.1	x	1	0
C[C@@H]1CCCCO[C@H](CN(C)CC2CC2)[C@H](C)CN([C@@H](C)CO)C(=O)c2cc(NC(=O)Nc3ccc(C(F)(F)F)cc3)ccc2O1	3	x	6	-22	0.8	-30[16.7 µM]	34	x
CCOC(=O)C1=C(O)c2ccccc2C(=O)/C1=C\c1ccc(C)cc1	-5	x	-23	2	x	1	x	x
COc1cccc(NC(=O)[C@H](Cc2ccccc2)NC(=O)[C@@H]2Cc3ccccc3CN2)c1	2	-10	0	7	x	6	1	-2
C[C@@H]1CN([C@H](C)CO)C(=O)c2cc(NC(=O)NC3CCCCC3)ccc2O[C@@H](C)CCCCO[C@@H]1CN(C)C(=O)Nc1ccccc1	5	30	-6	-8	x	8[16.7 µM]	7	-2
CC(/C=C/C1(O)C(C)CC(=O)CC1(C)C)OC1OC(CO)C(O)C(O)C1O (stereo not given)	4	6	4	-3	x	-7	-4	-2
O=C1N[C@@H](Cc2cn(S(=O)(=O)c3ccccc3)c3ccccc23)C(=O)N[C@H]1Cc1ccccc1	5	-7	x	7	0.0	-5	-3	-1
CN(C)CCCNc1ccc(-c2nn(C)c(=O)c3ccccc23)cc1[N+](=O)[O-]	-3	-3	18	7	x	-2	0	1
CCOc1ccccc1/C=N/NC(=O)c1ccc(Cn2cc([N+](=O)[O-])cn2)o1	-1	x	5	8	x	-6	-2	x

Bioassay records (PubChem BioAssay)
